Screening results from PubChem BioAssay.
CaV13 ICDI inh: Disruptors of the CACNA1D IQ motif to Ca2+-dependent inactivation inhibitor domain association, primary screening, Förster resonance energy transfer in intact living … | HEK cells, CFP/YFP FRET ICDI-IQ, plate reader, 10 min; percent FRET-ratio fall versus neutral wells | inhibition, % at 12.3 µM | AID 743397 | hit rate 0.098% among 340,000;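 active = mean replicate inhibition of at least 30% and at least 1% of replicates passing that level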;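 note: 0% = median of the neutral control wells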
m5-HT2A agonist: activates the mouse 5-HT2A serotonin receptor | P35363 | CHO-K1 mHTR2A beta-arrestin complementation, luminescence; percent of 30 µM serotonin response | activation, % at 7.6 µM | hit rate 0.66% among 360,000 | AID 624169;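 active = activation above a run cutoff, the mean activation of all tested compounds plus 3 SD, cut at about 14% in these data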;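 note: 0% = plate median of compound wells and 100% = 30 µM serotonin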
Target sequence (P35363 whole entry, looked up): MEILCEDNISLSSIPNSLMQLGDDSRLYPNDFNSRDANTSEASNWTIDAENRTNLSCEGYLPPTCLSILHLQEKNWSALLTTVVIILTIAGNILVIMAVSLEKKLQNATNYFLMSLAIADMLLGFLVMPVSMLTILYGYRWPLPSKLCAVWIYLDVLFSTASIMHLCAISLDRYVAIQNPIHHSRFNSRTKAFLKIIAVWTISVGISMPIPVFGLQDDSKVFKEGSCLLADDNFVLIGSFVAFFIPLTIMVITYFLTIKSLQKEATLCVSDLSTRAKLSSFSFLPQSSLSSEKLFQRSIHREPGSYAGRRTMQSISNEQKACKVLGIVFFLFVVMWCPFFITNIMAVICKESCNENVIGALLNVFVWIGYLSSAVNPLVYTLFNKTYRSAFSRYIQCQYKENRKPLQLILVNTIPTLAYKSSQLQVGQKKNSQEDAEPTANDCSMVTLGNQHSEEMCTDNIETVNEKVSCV
ABHD5 PLIN5 PPI: blocks binding of human ABHD5 to perilipin-5 | inhibition, % at 4 µM | Split G. princeps luciferase complementation, luminescence, 4 h | hit rate 0.78% among 360,000 | AID 602281;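 active = inhibition above the mean inhibition across every tested compound plus 3 SD, cut at about 22% in these data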;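 note: 0% = DMSO only wells and the 100% control is not disclosed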
MC4R ag barr: activates human MC4R beta-arrestin recruitment; P32245; U2OS MC4R beta-arrestin complementation, luminescence; percent of melanotan II response, DMSO zero; activation, % at 8.9 µM; hit rate 0.98% among 360,000; AID 540308;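 active = activation above a per-plate cutoff, the mean activation of sample wells on that plate plus 3 SD, cut at about 8% in these data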
Target sequence (P32245 whole entry, looked up): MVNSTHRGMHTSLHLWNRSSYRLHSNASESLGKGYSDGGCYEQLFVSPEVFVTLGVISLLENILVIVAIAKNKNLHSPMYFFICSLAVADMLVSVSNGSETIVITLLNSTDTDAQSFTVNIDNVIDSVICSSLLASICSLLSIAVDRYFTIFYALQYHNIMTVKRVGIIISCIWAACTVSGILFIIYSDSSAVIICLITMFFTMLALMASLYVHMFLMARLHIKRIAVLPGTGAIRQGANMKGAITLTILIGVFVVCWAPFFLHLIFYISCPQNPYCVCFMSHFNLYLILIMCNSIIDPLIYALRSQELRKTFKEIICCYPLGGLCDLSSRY
MC4R antag cAMP: antagonists of human melanocortin 4 receptor (MC4R) | P32245 | MC4R-expressing cells, MTII-stimulated cAMP, LANCE TR-FRET | inhibition, % at 6.5 µM | hit rate 0.48% among 360,000 | AID 540295;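 active = inhibition above its plate's cutoff, the mean of tested wells on that plate plus 3 SD, cut at about 29% in these data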;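 note: 0% = Melanotan II alone and 100% = Melanotan II plus saturating MCL0020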
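Material – human MC4R-expressing U2OS cells · Repeats – no replicates · Detection – TR-FRET with Eu-cAMP and labeled anti-cAMP, 671 nm · Times – compound 30 min, challenge 1 h, detection 1 h · Compound – single nominal compound dose of 6.5 µM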
PDI turbidity: inhibitors of human protein disulfide isomerase; PDI insulin aggregation turbidity, A650, 90 min; AID 588391; hit rate 0.052% among 350,000; inhibition, % at 10 µM;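 active = mean inhibition across replicates of 30% or more, whatever share of single replicates reach that level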;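 note: absorbance from insulin aggregation driven by PDI reduction with DTT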
H9c2 protect: myocardial damage modulation in H9c2 cells; H9c2 cardiomyocytes, H2O2 injury protection, ATPLite, 2 h; protection from H2O2 cell death, % at 20 µM; hit rate 0.63% among 360,000;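 active = compounds giving at least 50% protection of heart cells from peroxide-induced death in the single-dose screen, raw or plate-pattern-corrected value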;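 note: 0% = DMSO wells with peroxide and 100% = DMSO wells without peroxide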
Glyco luc inh: blocks N-linked glycosylation in D54 reporter cells | AID 588692 | reporter increase, % at 12.5 µM | D54 ERlucT glycosylation luciferase reporter, 24 h; percent of 100 nM tunicamycin response | hit rate 0.23% among 360,000;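 active = mean luciferase reporter signal, scaled so untreated is 0 and the glycosylation-blocking control 100, at or above a set limit in every replicate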;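 note: luciferase carries N-glycosylation sites so blocking glycosylation raises the light; 0% = median of neutral control wells and 100% = median of 100 nM tunicamycin wells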
ABCB6 inh MLPCN: blocks the human ABCB6 transporter; Q9NP58; K562-ABCB6 porphyrin accumulation, flow cytometry, 1 h; stronger effect = lower value; fluorescence ratio to DMSO, % at 10 µM; hit rate 0.19% among 360,000;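 active = fluorescence ratio to DMSO below 75%, the collection mean minus 3 SD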;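 note: signal is porphyrin accumulated inside mitochondria; 100% equals median channel fluorescence of DMSO control wells; lower ratio means ABCB6 inhibition with less porphyrin fluorescence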
Exocytosis inh: blocks lytic granule exocytosis. TALL-104 LAMP-1 surface exposure, flow cytometry; cells stimulated with thapsigargin and PMA. inhibition, % at 10 µM. hit rate 0.66% among 360,000;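 active = inhibition above about 55%, limit read from the data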
An asterisk follows results filed as active; x = not tested or not shown.

SMILES | CaV13 ICDI inh | m5-HT2A agonist | ABHD5 PLIN5 PPI | MC4R ag barr | MC4R antag cAMP | PDI turbidity | H9c2 protect | Glyco luc inh | ABCB6 inh MLPCN | Exocytosis inh
CCOC(=O)c1[nH]c2ccccc2c1NC(=O)c1ccco1 | -5 | -1 | -4 | -1.6 | -5 | -12 | -2 | 8 | 96 | -3
CNC(=O)NC(=O)COc1ccc2oc3c(c2c1)CCCC3 | -4 | 0 | -8 | 3.6 | 5 | 6 | -1 | -1 | 101 | 10
O=C(CN1C(=O)NC(c2ccc(F)cc2)C1=O)Nc1ccc2c(c1)OCCO2 (configuration not stated) | -2 | 13 | -2 | -1.1 | 0 | -18 | 7 | 2 | 101 | -4
O=C(NCCCCNC(=O)c1ccc(F)cc1)c1ccc(F)cc1 | -1 | 1 | -7 | 2.5 | -8 | -3 | -4 | 1 | 102 | 0
Cc1cc(S(=O)(=O)NCC(C)C)ccc1OCC(=O)NCc1ccccn1 | -4 | -3 | -2 | -2.7 | 7 | -8 | 5 | -2 | 98 | -2
Cc1ccccc1OCCNC(=O)c1ccccc1Sc1ccccc1C#N | -5 | -4 | -6 | -0.4 | 6 | 0 | -2 | -3 | 92 | 3
Cc1nn(CCC(N)=S)c2nc(-c3cccs3)cc(C(F)(F)F)c12 | -15 | -2 | 2 | 0.6 | 8 | -2 | -18 | 2 | 100 | 2
O=C(c1ccc(-n2c(SCc3cccc(F)c3)nc3ccccc3c2=O)cc1)N1CCOCC1 | -5 | -2 | 3 | 7.1 | 16 | -9 | 9 | -4 | 95 | -2
CC1CN(C(=O)c2cccc(S(=O)(=O)Nc3ccccc3Cl)c2)CC(C)O1 (configuration not stated) | -2 | -4 | 4 | -3.3 | 6 | 5 | 5 | 3 | 102 | 16
CCc1nc2ccc(C(=O)N3CCN(c4ccccc4)CC3)cn2c1N(C)CCC(C)C | -5 | 7 | 8 | 3.6 | 10 | 3 | -4 | -5 | 97 | 4

Looked up above.
Under ABHD5 PLIN5 PPI, Cc1cc(S(=O)(=O)NCC(C)C)ccc1OCC(=O)NCc1ccccn1 shows -2
Under ABCB6 inh MLPCN, CCOC(=O)c1[nH]c2ccccc2c1NC(=O)c1ccco1 shows 96

Continued:
SMILES | CaV13 ICDI inh | m5-HT2A agonist | ABHD5 PLIN5 PPI | MC4R ag barr | MC4R antag cAMP | PDI turbidity | H9c2 protect | Glyco luc inh | ABCB6 inh MLPCN | Exocytosis inh
Cc1[nH]c(=O)[nH]c(=O)c1NC(=O)c1ccccc1[N+](=O)[O-] | -6 | -3 | 1 | -0.5 | 11 | -5 | 1 | 0 | 102 | -1
O=c1c(-c2ccc(F)cc2)coc2c3c(ccc12)OCCO3 | -5 | -3 | 8 | -2.4 | 7 | -12 | 1 | -2 | 101 | 7
C=C(C)CN=C1SC(C(=O)Nc2sc3c(c2C(=O)OC)CCC3)C(N)=C1C(N)=O (configuration not stated) | -3 | 0 | -12 | -2.2 | 18 | 12 | 5 | -2 | 101 | 10
Cc1ccc(CCNS(=O)(=O)c2ccc3c(c2)NC(=O)CCS3)cc1 | -2 | 1 | 2 | -2.0 | 8 | -1 | -6 | -1 | 107 | -2
O=C(O)c1ccc(NC(=S)NC(=O)c2cccnc2)cc1 | -6 | -3 | -2 | -3.1 | 8 | 0 | -2 | 0 | 96 | 7
CC(Sc1cccc2cccc(C(=O)O)c12)C(=O)O (configuration not stated) | -2 | 7 | -8 | 0.4 | -3 | 8 | 10 | -1 | 102 | 0
C=C(C)CSc1[nH]c(=O)cc(C)c1C#N | -9 | 1 | 1 | -0.3 | 6 | -2 | 1 | 3 | 90 | 5
O=C(COC(=O)CCCc1c[nH]c2ccccc12)Nc1ccc2c(c1)OCO2 | -3 | -1 | -1 | 0.4 | 27 | 14 | -1 | 0 | 93 | 0
Cc1sc2nc(SCC(=O)Nc3c(C)n(C)n(-c4ccccc4)c3=O)n(C)c(=O)c2c1C | -4 | -3 | 24* | -1.4 | -2 | -9 | 0 | -1 | 95 | -1
C#CCOCCOCCOCCNc1nc(N2CCN(C(=O)[C@H](CCCCN)n3cc(C(N)[C@H](C)CC)nn3)CC2)nc(N2CCN(C(=O)[C@H](CCC(=O)O)n3cc(C(N)[C@H](C)CC)nn3)CC2)n1 (some centres not stated) | x | 3 | 1 | 0.1 | 11 | -1 | -4 | 2 | 99 | 2

The list goes on, starting with the last 4 of the part before.
SMILES | CaV13 ICDI inh | m5-HT2A agonist | ABHD5 PLIN5 PPI | MC4R ag barr | MC4R antag cAMP | PDI turbidity | H9c2 protect | Glyco luc inh | ABCB6 inh MLPCN | Exocytosis inh
C=C(C)CSc1[nH]c(=O)cc(C)c1C#N | -9 | 1 | 1 | -0.3 | 6 | -2 | 1 | 3 | 90 | 5
O=C(COC(=O)CCCc1c[nH]c2ccccc12)Nc1ccc2c(c1)OCO2 | -3 | -1 | -1 | 0.4 | 27 | 14 | -1 | 0 | 93 | 0
Cc1sc2nc(SCC(=O)Nc3c(C)n(C)n(-c4ccccc4)c3=O)n(C)c(=O)c2c1C | -4 | -3 | 24* | -1.4 | -2 | -9 | 0 | -1 | 95 | -1
C#CCOCCOCCOCCNc1nc(N2CCN(C(=O)[C@H](CCCCN)n3cc(C(N)[C@H](C)CC)nn3)CC2)nc(N2CCN(C(=O)[C@H](CCC(=O)O)n3cc(C(N)[C@H](C)CC)nn3)CC2)n1 (some centres not stated) | x | 3 | 1 | 0.1 | 11 | -1 | -4 | 2 | 99 | 2
CC(C)Cn1c(SCC(=O)Nc2cccc(S(N)(=O)=O)c2)nc2ccccc2c1=O | x | 5 | 5 | -0.6 | 13 | -1 | 3 | 4 | 99 | 2
COc1ccc(-n2nc3c(c2NC(=O)C2CCCC2)CS(=O)(=O)C3)cc1 | -7 | -5 | 0 | -4.7 | 1 | 7 | 2 | 2 | 104 | -12
CCOC(=O)c1ccc2c(c1)nc(SCC(=O)NC(C)C)n2CC | -5 | -1 | -5 | -2.6 | 9 | 1 | 0 | 0 | 99 | -3
C#CCOCCOCCOCCNc1nc(N2CCOCC2)nc(N2CCN(C(=O)[C@H](CCC(=O)O)n3cc(C(N)[C@H](C)CC)nn3)CC2)n1 (some centres not stated) | -12 | -1 | 2 | 1.0 | -3 | -21 | 0 | 2 | 98 | 5
CCCn1c(C2CCCN2c2nc(-c3ccc(C)cc3)cs2)nc2ccccc21 (configuration not stated) | -5 | -2 | -6 | -1.1 | 11 | 7 | -3 | 10 | 98 | -1
COc1ccccc1CNC(=O)COC(=O)c1cc([N+](=O)[O-])ccc1N1CCOCC1 | -3 | 4 | 8 | -2.5 | 2 | -3 | 4 | 1 | 96 | 0
S=C(Nc1ccc(Cl)cc1)N1CCCC1 | -3 | 2 | -3 | 0.0 | 4 | 18 | 2 | 0 | 87 | 6
COC(=O)C1=C(C)NC(=S)NC1c1ccc(-c2cccc(Cl)c2)o1 (configuration not stated) | -2 | 1 | -1 | 3.7 | 2 | -5 | 0 | 2 | 105 | -3
O=C(c1ccco1)N1CCN(c2nc(C(F)(F)F)nc3c2nnn3Cc2ccccc2)CC1 | -4 | -4 | 1 | -0.5 | 12 | 0 | -10 | -10 | 82 | 5
O=C(c1ccc(OC2CCN(C/C=C/c3ccc(F)cc3)CC2)cc1)N1CCCCC1 | -3 | -8 | 6 | -2.8 | 1 | 16 | -2 | -2 | 99 | 2
Cc1ccc(-c2csc3ncnc(N4CCc5ccccc5C4)c23)cc1 | -5 | -2 | -2 | 1.4 | 12 | -3 | -3 | -4 | 95 | 6
CN1CCN(c2ccc(CNC(=O)c3ccc(-c4ccnn4C)c4ccoc34)cc2)CC1 | -3 | -4 | 11 | -0.1 | 1 | 2 | -2 | 6 | 100 | -2
Cc1cc(C)nc(N/C(=N\S(=O)(=O)Cc2ccccc2)Nc2ccccc2Br)n1 | -3 | 1 | -2 | -0.8 | -12 | -6 | -4 | -13 | 95 | 19
CN1CCC(=NNc2ccc(S(=O)(=O)N3CCOCC3)cc2[N+](=O)[O-])CC1 | x | -6 | 6 | -1.8 | 1 | 6 | 2 | 4 | 90 | -5
CC(CNC(=O)CCc1ccccc1)NC(=O)CCc1ccccc1 (configuration not stated) | 0 | -6 | -1 | 0.1 | 10 | -5 | 10 | 0 | 101 | -4
CS(=O)(=O)Nc1ccccc1C(=O)NCCSc1ccccc1 | -19 | 1 | -6 | -2.2 | -1 | 4 | -2 | 0 | 101 | -13
Cc1ccc2cc(CN(CC3CCCO3)C(=O)Nc3ccccc3F)c3nnnn3c2c1 (configuration not stated) | -9 | 2 | 9 | 1.1 | 3 | -1 | -2 | -1 | 98 | 0
N#CC1=C(N)Oc2n[nH]c(-c3cccs3)c2C1C1C=CCCC1 (configuration not stated) | -4 | 4 | -12 | 5.0 | 16 | 4 | 8 | -2 | 89 | 9
Cc1cc(C)nc(Nc2cccc(C(F)(F)F)c2)n1 | -20 | 1 | 7 | -0.1 | -1 | -1 | -3 | 3 | 97 | -4
CCOC(=O)C[N+](CC)(CC)CC#Cc1ccccc1 | -6 | 6 | 6 | 0.8 | 4 | -12 | 0 | 1 | 123 | 2
COc1cccc(NC(=O)CN(C)C(=O)/C=C/c2cn(-c3ccccc3)nc2-c2cccs2)c1 | -11 | -3 | 1 | -1.6 | -5 | 4 | 3 | -1 | 92 | 6
O=C(NCCCN1CCCC1=O)c1cccc(N2CCCC2=O)c1 | -5 | -2 | -2 | -2.9 | -3 | 4 | 8 | -1 | 95 | -1
NC(=O)CC(NC(=O)Cc1cccc2ccccc12)c1ccc(NCCN2CCCCC2)c([N+](=O)[O-])c1 (configuration not stated) | -6 | 14 | 5 | -1.3 | 1 | -6 | 7 | 0 | 101 | -3
Cc1ccc(OC(C)C(=O)Nc2ccc(F)cc2)c([N+](=O)[O-])n1 (configuration not stated) | -17 | 0 | -3 | -1.1 | -2 | -7 | 7 | 0 | 101 | 7

4 compounds from above with just H9c2 protect and ABHD5 PLIN5 PPI:
compound	H9c2 protect	ABHD5 PLIN5 PPI
COc1cccc(NC(=O)CN(C)C(=O)/C=C/c2cn(-c3ccccc3)nc2-c2cccs2)c1	3	1
O=C(NCCCN1CCCC1=O)c1cccc(N2CCCC2=O)c1	8	-2
NC(=O)CC(NC(=O)Cc1cccc2ccccc12)c1ccc(NCCN2CCCCC2)c([N+](=O)[O-])c1 (configuration not stated)	7	5
Cc1ccc(OC(C)C(=O)Nc2ccc(F)cc2)c([N+](=O)[O-])n1 (configuration not stated)	7	-3

Not a hit list. Share with any hit: about 4.2%.
